# TAAR1 ag: agonists of human TAAR1 | Q96RJ0 | CHO RD-HGA16 TAAR1, Fluo-8 calcium fluorescence; vehicle wells 0%, saturating PEA agonist 100% | activation, % at 3 µM | actives 0.99% (n = 360,000);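 active = activation above the mean activation of all test compounds in the run plus 3 SD, cut at about 38% in these data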
#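 Repeats: no replicates (n 1) | Material: CHO-derived RD-HGA16 cells with stable Gα16 and human TAAR1 | Technique: Kinetic Fluo-8 calcium fluorescence | Schedule: 17-24 h seeding, 75 min 37 °C dye, 30 min RT | Evaluation: % activation from peak over basal fluorescence ratio, DMSO-to-PEA scaled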
# M5 ag: CHRM5 agonism in calcium assay; P08912; CHO-K1 hM5 cells, Fluo-8 calcium fluorescence; 0% DMSO wells, 100% maximal acetylcholine response; activation, % at 3 µM; actives 0.19% (n = 360,000);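 active = activation above the run's mean over test compounds plus 3 SD, cut at about 23% in these data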;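 note: signal is peak over basal fluorescence ratio across the kinetic read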
# Target sequence (P08912 whole entry, looked up): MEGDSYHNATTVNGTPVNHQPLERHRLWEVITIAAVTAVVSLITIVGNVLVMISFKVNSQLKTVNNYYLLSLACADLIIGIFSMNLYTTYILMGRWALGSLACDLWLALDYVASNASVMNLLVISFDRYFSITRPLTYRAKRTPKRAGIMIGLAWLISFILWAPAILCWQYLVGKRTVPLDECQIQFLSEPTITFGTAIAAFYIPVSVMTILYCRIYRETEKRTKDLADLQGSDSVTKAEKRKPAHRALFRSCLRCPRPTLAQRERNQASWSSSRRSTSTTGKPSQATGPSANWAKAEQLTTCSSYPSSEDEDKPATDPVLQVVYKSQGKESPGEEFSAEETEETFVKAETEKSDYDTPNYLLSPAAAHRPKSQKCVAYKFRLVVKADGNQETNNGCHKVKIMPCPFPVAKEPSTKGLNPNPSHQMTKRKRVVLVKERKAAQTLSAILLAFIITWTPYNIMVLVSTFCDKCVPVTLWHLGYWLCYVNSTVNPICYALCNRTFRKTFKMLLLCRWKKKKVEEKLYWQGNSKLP
# CHO-K1 Ca PAM: M1 PAM counterscreen hit in parental CHO-K1 cells. ATP EC20, Fluo-8 calcium fluorescence; 0% at ATP EC20, 100% at ATP max. actives 0.02% (n = 360,000). activation, % at 3 µM;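 active = activation above the run cutoff, the mean activation of all test compounds plus 3 SD, cut at about 40% in these data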;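 note: peak over basal fluorescence ratio in a 140 s read after ATP addition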
# CRFR2-BP antag: CRF-BP/CRF-R2 complex antagonism | HEK293 CRF-R2/CRF-BP, CRF-induced calcium fluorescence | inhibition, % at 11.8 µM | actives 0.59% (n = 350,000) | AID 588475;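 active = inhibition of the ligand-induced calcium signal above about 50% at the single tested concentration, limit read from the data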
# CHRM5 antagonist: blocks acetylcholine activation of human M5 receptor | inhibition, % at 3 µM | CHO-hM5 cells, Fluo-8 calcium fluorescence, ACh EC80 | actives 0.59% (n = 360,000);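 active = inhibition above a per-plate cutoff, the mean of that plate's test compounds plus 3 SD, cut at about 27% in these data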;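 note: 0% = acetylcholine EC80 with DMSO and 100% = DMSO without agonist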
# M5 PAM: CHRM5 positive allosteric modulation. AID 624038. actives 0.3% (n = 360,000). CHO-K1 hM5, Fluo-8 calcium, ACh EC20 PAM; 0% = ACh EC20, 100% = ACh EC100. P08912. activation, % at 3 µM;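 active = activation above the run cutoff, the mean activation of all test compounds plus 3 SD, cut at about 18% in these data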
#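 Probe or stimulus: acetylcholine, EC20 level; Assay system: human M5 receptor in CHO-K1 cells; Schedule: compound preincubation 140 s before EC20 acetylcholine addition; Technique: intracellular calcium via Fluo-8 fluorescence; Dosing: single-point, 3 µM nominal; Read-out basis: percent activation from peak-over-basal fluorescence ratio, scaled EC20-to-EC100 acetylcholine; Repeats: one well per compound, no replicates.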
# CRFBP-R2 agonist: CRF-BP/CRF-R2 complex agonism; HEK293 CRF-R2/CRF-BP, calcium dye fluorescence (FLIPR); percent of saturating CRF peptide response; activation, % at 13.2 µM; actives 0.46% (n = 350,000); AID 588473;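 active = activation of at least 50%, plus an integration ratio under a set limit after plate pattern correction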;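 note: plate controls were neutral control wells without compound for no effect and CRF at EC100 for full effect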
# TAAR1 antag: antagonists of human TAAR1; actives 1.5% (n = 360,000); Q96RJ0; inhibition, % at 3 µM; CHO RD-HGA16 TAAR1, Fluo-8 calcium fluorescence, antagonist;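 active = inhibition above a per-plate cutoff, the mean inhibition of test compounds on that plate plus 3 SD, cut at about 49% in these data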;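 note: 0% = DMSO plus EC80 beta-PEA response and 100% = DMSO alone without agonist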
#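 Test system: RD-HGA16 CHO cells with stable hTAAR1 and Gα16 / Probe or stimulus: EC80 β-phenethylamine stimulus / Times: seeding 17-24 h prior, 75-min 37 °C, 30-min RT dye loading / Detection: Fluo-8 calcium-sensitive fluorescence / Read-out basis: % inhibition scaled between DMSO and EC80 PEA controls / Repeats: singlicate, one well per test compound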
# CHRM4 PAM: positive allosteric modulators of human muscarinic M4 receptor; P08173; CHO-K1 hM4/Gqi5, Fluo-8 calcium fluorescence, ACh EC20; 0% = ACh EC20, 100% = maximal ACh; activation, % at 3 µM; actives 0.4% (n = 360,000); AID 624126;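 active = activation above its plate's cutoff, the mean activation of sample wells plus 3 SD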; note: some results filed as inactive read as strong as hits
# Target sequence (P08173 whole entry, looked up): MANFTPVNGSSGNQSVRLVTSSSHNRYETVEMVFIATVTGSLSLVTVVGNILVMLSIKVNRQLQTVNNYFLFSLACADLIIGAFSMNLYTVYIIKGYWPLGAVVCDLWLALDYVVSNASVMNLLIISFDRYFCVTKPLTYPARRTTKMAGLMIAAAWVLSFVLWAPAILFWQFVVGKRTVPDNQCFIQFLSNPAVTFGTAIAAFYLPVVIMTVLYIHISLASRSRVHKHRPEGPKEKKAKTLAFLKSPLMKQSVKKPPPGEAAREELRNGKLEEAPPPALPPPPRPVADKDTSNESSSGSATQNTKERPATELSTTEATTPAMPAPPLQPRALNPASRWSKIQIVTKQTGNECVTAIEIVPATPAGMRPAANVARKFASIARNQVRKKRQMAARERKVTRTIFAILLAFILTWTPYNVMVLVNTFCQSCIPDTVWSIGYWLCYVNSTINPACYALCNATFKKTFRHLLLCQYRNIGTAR
# Active calls of the source: *; x = no result given.
# A first look (15 entries):
SMILES,TAAR1 ag,M5 ag,CHO-K1 Ca PAM,CRFR2-BP antag,CHRM5 antagonist,M5 PAM,CRFBP-R2 agonist,TAAR1 antag,CHRM4 PAM
Cc1c(S(=O)(=O)N2CCC(C)CC2)c(=O)n(C)c(=O)n1C,1,2,9,-5,-4,11,1.1,-9,10
COc1ccccc1CNc1nc2ccccc2n1CCN1CCCCC1,10,-3,10,11,-2,-5,0.2,0,-7
CN(C1CCCCC1)C(CNS(=O)(=O)c1ccccc1)c1ccccc1 (centres undefined),-2,-5,23,5,11,-2,-4.7,-4,-2
O=C(/C=C/c1ccccc1)NC(=S)Nc1ccc(CN2CCOCC2)cc1,17,-3,6,-44,12,-16,-0.6,58*,-5
Cc1ccc(C(C)C)c(OCC(=O)NNC(=O)CC2OC(=O)c3ccccc32)c1 (centres undefined),5,0,-20,-2,5,-2,0.3,-9,-4
CC1(C(=O)NS(=O)(=O)c2cccc(OC(F)F)c2)CCN1C(=O)Cc1ccccc1 (centres undefined),0,0,0,x,0,2,x,-7,0
Nc1nc(Nc2ccc(Cl)cc2)n[nH]1,1,-2,10,7,4,3,2.0,-4,7
CCOC(=O)[C@]12CCCC=C1N(Cc1cccc3ccccc13)C(=O)[C@H](CC(=O)NCc1ccc(C)o1)C2,1,-3,20,x,-6,-1,x,8,12
COc1ccc(C(=O)N[C@H]2COC(C)(C)O[C@H]2c2ccccc2)cc1,1,-3,16,-10,-5,7,-0.1,-2,9
COC(=O)Cc1ccc(NC(=S)NCc2ccc(OC)cc2)cc1,9,-2,24,-17,2,-6,1.3,28,0
CCN(CC(=O)NCc1ccc(Cl)cc1)C(=O)CSc1ccccc1F,-2,-3,-3,10,-2,3,-2.1,-39,5
Cc1ccc(S(=O)(=O)N(CC(=O)NCC2CCCO2)C2CCCCC2)cc1 (centres undefined),-1,-2,-13,8,-4,4,-2.8,-19,-1
COc1ccc(C2(C(=O)N3CCC(n4nc(-c5ccccc5)oc4=O)CC3)CC2)cc1,x,-2,3,-11,-1,3,0.8,x,-1
CCCOc1ccc(CSC2=NCCN2)cc1[N+](=O)[O-],16,0,12,-2,2,-3,0.6,8,-4
Cc1ccccc1NC(=O)Cn1c(=O)n(CC2CCCO2)c(=O)c2ccccc21 (centres undefined),5,-2,20,-12,5,0,-3.5,-7,14

# This part in full (from the top)
SMILES,TAAR1 ag,M5 ag,CHO-K1 Ca PAM,CRFR2-BP antag,CHRM5 antagonist,M5 PAM,CRFBP-R2 agonist,TAAR1 antag,CHRM4 PAM
Cc1c(S(=O)(=O)N2CCC(C)CC2)c(=O)n(C)c(=O)n1C,1,2,9,-5,-4,11,1.1,-9,10
COc1ccccc1CNc1nc2ccccc2n1CCN1CCCCC1,10,-3,10,11,-2,-5,0.2,0,-7
CN(C1CCCCC1)C(CNS(=O)(=O)c1ccccc1)c1ccccc1 (centres undefined),-2,-5,23,5,11,-2,-4.7,-4,-2
O=C(/C=C/c1ccccc1)NC(=S)Nc1ccc(CN2CCOCC2)cc1,17,-3,6,-44,12,-16,-0.6,58*,-5
Cc1ccc(C(C)C)c(OCC(=O)NNC(=O)CC2OC(=O)c3ccccc32)c1 (centres undefined),5,0,-20,-2,5,-2,0.3,-9,-4
CC1(C(=O)NS(=O)(=O)c2cccc(OC(F)F)c2)CCN1C(=O)Cc1ccccc1 (centres undefined),0,0,0,x,0,2,x,-7,0
Nc1nc(Nc2ccc(Cl)cc2)n[nH]1,1,-2,10,7,4,3,2.0,-4,7
CCOC(=O)[C@]12CCCC=C1N(Cc1cccc3ccccc13)C(=O)[C@H](CC(=O)NCc1ccc(C)o1)C2,1,-3,20,x,-6,-1,x,8,12
COc1ccc(C(=O)N[C@H]2COC(C)(C)O[C@H]2c2ccccc2)cc1,1,-3,16,-10,-5,7,-0.1,-2,9
COC(=O)Cc1ccc(NC(=S)NCc2ccc(OC)cc2)cc1,9,-2,24,-17,2,-6,1.3,28,0
CCN(CC(=O)NCc1ccc(Cl)cc1)C(=O)CSc1ccccc1F,-2,-3,-3,10,-2,3,-2.1,-39,5
Cc1ccc(S(=O)(=O)N(CC(=O)NCC2CCCO2)C2CCCCC2)cc1 (centres undefined),-1,-2,-13,8,-4,4,-2.8,-19,-1
COc1ccc(C2(C(=O)N3CCC(n4nc(-c5ccccc5)oc4=O)CC3)CC2)cc1,x,-2,3,-11,-1,3,0.8,x,-1
CCCOc1ccc(CSC2=NCCN2)cc1[N+](=O)[O-],16,0,12,-2,2,-3,0.6,8,-4
Cc1ccccc1NC(=O)Cn1c(=O)n(CC2CCCO2)c(=O)c2ccccc21 (centres undefined),5,-2,20,-12,5,0,-3.5,-7,14
COCCc1nnc(NC(=O)Cc2ccccc2)s1,4,1,-5,-13,-1,6,2.9,-3,9
OC1c2cc(Br)ccc2N=C2CCCCCN21 (centres undefined),12,-4,-11,x,5,-10,x,-43,-11
COC(=O)c1ccc2c(=O)n(NC(C)=O)c(=S)[nH]c2c1,2,1,-7,3,1,-2,5.4,13,-2
CCNC(=O)NC(=O)C(C)OC(=O)C1CCN(S(=O)(=O)c2ccccc2C(=O)OC)CC1 (centres undefined),-1,2,0,14,7,-2,1.8,11,-5
C/C(=N/NS(=O)(=O)c1ccc(Cl)cc1)c1cccc(O)c1,5,0,19,-5,2,-1,-2.2,4,3
CCOC(=O)C1=C(COC(=O)c2cc(Br)c(Br)s2)NC(=O)NC1C (centres undefined),7,0,8,2,-2,4,-2.5,36,1
COc1cc(CCC(C)=O)ccc1OC(=O)c1c(F)cccc1Cl,0,3,0,1,1,0,-0.6,-6,-9
CC(C)CNC(=O)NC(=O)COc1ccc(C=O)cc1,3,3,21,8,0,6,-1.1,-5,2
COc1ccc(-n2c(=O)c3c4c(sc3n(CC(N)=O)c2=O)CCCCC4)cc1,1,-5,15,-5,0,2,-1.1,-17,-5
CCOC(=O)[C@H]1[C@H]2COc3ccc(OC)cc3[C@@H]2N2C(=O)c3cc(OC)c(OC)cc3NC(=O)[C@@]12C,4,2,2,3,1,8,3.6,-5,0
O=C(NNC(=O)c1cc(-c2ccncc2)nc2ccccc12)Nc1ccc(F)cc1,8,-1,-2,11,0,-7,-0.9,21,-6
Cc1ccc(C)c(N(CC(=O)NC(C)(C)C)C(=O)CNC(=O)c2cccs2)c1,7,-1,3,0,8,-2,-0.6,2,2
Cc1ccc(C(=O)O)cc1N1C(=O)c2cccc3cc(Br)cc(c23)C1=O,-1,-1,0,11,6,-2,2.7,-5,9
O=C1OC(/C=C/c2ccccc2)=NC/1=C/C=C/c1ccccc1,0,-1,14,4,-1,-1,2.0,-9,-2
COCCNC(=O)CCc1ccc(S(=O)(=O)Nc2ccc(C)cc2)cc1,8,1,0,16,-1,-3,-0.7,-6,-11
COc1ccccc1-c1ccc2c(c1)O[C@@H](CN(C)C(=O)Nc1cccc(F)c1)[C@H](C)CN([C@H](C)CO)S2(=O)=O,3,0,6,-8,-2,-3,1.0,-21,0
CCCCCCSc1ccc(-c2nc3ccccn3c2NCCCC)cc1,1,-1,-17,-1,11,-5,0.9,13,-5
CC(C)C(NC(=O)OC(C)(C)C)C(=O)NC(CCC(=O)OCc1ccccc1)C(N)=O (centres undefined),10,-2,11,4,1,1,1.3,-18,1
CCOC(=O)C(C)Sc1nc2c(c(-c3cccs3)c1C#N)CCC2 (centres undefined),1,-5,2,17,13,-11,0.5,30,-9
CCOc1ccc(S(=O)(=O)N2CCC(C(=O)N3CCN(c4ccccc4F)CC3)CC2)cc1C,0,-4,16,8,24,-11,-0.1,-23,-9
COc1cc(CC(=O)NNC(=O)c2cccs2)cc(OC)c1OC,13,0,16,0,-7,6,0.2,2,10
CCOC(=O)c1c(S(=O)(=O)Nc2cccc(-c3ccno3)c2)c(C)n(C)c1C,0,-3,19,-5,5,2,-1.4,3,2
O=C(O)/C(=C\c1cn(-c2ccccc2)nc1-c1cccnc1)NC(=O)c1ccccc1,-1,1,16,-8,3,5,-1.6,-4,9
O=C(CCc1nc2ccccc2c(=O)[nH]1)N1CCCc2ccccc21,1,3,15,-6,-1,0,2.3,-10,3
C=C(C)C(=O)Nc1ccc(NC(C)C)cc1,0,1,-2,15,0,-1,-0.7,-9,0
Cc1cc(N2CCOCC2)ncc1[N+](=O)[O-],2,3,3,-1,-2,-4,-0.8,14,0
CN(C(=O)c1cccc(NC(=O)Cc2cccc(NC(=O)C3CCCN(C(=O)C4CC4)C3)c2)c1)C1CCC1 (centres undefined),1,2,18,2,-6,2,-1.1,-17,3
Cc1ccc(-c2ccnc(=S)[nH]2)cc1,0,4,7,10,2,-7,-0.8,-6,3
O=C(Nc1ccc(F)cc1)N1CCN(C/C=C/c2ccccc2)CC1,3,-5,12,-6,-5,-3,0.9,-1,15
O=C(NCCN1CCC(n2c(=O)[nH]c3ccccc32)CC1)c1ccccc1Cl,5,4,0,x,6,-7,x,12,-3

# Part of the list above in order of count of non-hydrogen atoms, largest number first:
SMILES,TAAR1 ag,M5 ag,CHO-K1 Ca PAM,CRFR2-BP antag,CHRM5 antagonist,M5 PAM,CRFBP-R2 agonist,TAAR1 antag,CHRM4 PAM
CN(C(=O)c1cccc(NC(=O)Cc2cccc(NC(=O)C3CCCN(C(=O)C4CC4)C3)c2)c1)C1CCC1 (centres undefined),1,2,18,2,-6,2,-1.1,-17,3
O=C(NCCN1CCC(n2c(=O)[nH]c3ccccc32)CC1)c1ccccc1Cl,5,4,0,x,6,-7,x,12,-3
C=C(C)C(=O)Nc1ccc(NC(C)C)cc1,0,1,-2,15,0,-1,-0.7,-9,0

# Screens deposited in PubChem by several laboratories.
